# GSK3A inh: inhibitors of human GSK-3 alpha kinase | P49840 | 320,000 tested, 0.1% active | ADP-Glo luminescence, 60 min | inhibition, % at 10 µM | AID 2650;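 in the data active = inhibition above about 50%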;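 also: GST-tagged GSK-3 alpha with peptide substrate and 25 µM ATP; 0% = DMSO neutral wells and 100% = GW8510 positive control wells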
# Target sequence (P49840 whole entry, looked up): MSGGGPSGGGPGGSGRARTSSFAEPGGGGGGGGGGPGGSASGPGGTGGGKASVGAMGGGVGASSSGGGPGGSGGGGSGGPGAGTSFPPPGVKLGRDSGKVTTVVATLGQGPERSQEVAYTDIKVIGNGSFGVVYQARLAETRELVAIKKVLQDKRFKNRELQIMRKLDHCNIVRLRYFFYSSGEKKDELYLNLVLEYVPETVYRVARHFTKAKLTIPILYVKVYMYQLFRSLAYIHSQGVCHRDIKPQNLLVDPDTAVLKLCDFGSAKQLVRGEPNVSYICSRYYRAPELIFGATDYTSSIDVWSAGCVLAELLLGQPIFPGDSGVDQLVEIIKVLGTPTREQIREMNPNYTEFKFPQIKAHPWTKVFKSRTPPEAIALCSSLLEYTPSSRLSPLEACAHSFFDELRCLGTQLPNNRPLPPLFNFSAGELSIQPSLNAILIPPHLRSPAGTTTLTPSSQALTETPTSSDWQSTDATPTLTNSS
# Starred values were filed as active, the others as inactive. Only part of the results is shown; count on the stated rates, not on these rows.
SMILES,GSK3A inh
CCN(CC(=O)NC1CCS(=O)(=O)C1)C(=O)c1ccc(OC)c([N+](=O)[O-])c1 (stereo not drawn),2
Cc1noc(C)c1COC(=O)C1CCN(S(=O)(=O)c2ccc(F)cc2)CC1,-1
CC(C)(C)OC(=O)C[C@@H]1C/C=C\C[C@@H](CC(=O)NCCO)C(=O)NCCOC1=O,-2
COc1cccc(CNC(=O)COC(=O)c2cc([N+](=O)[O-])ccc2N2CCCC2)c1,0
O=C(CNC(=O)c1ccc2c(c1)OCO2)Nc1cccc(Br)c1,-2
COc1cc(NC(=O)c2ccccc2)c(OC)cc1NC(=O)CN1C(=O)NC2(CCCCC2C)C1=O (stereo not drawn),0
COc1ccc(OCC(=O)OCC(=O)c2ccc(OC)c(F)c2)cc1,0
CC1CN(C(=O)c2ccc(Cl)c(S(=O)(=O)NCc3ccco3)c2)CC(C)O1 (stereo not drawn),-3
COc1ccc(NC(=O)CSc2n[nH]c(-c3ccccc3)n2)cc1S(N)(=O)=O,2
CS(=O)(=O)c1cccc(C(=O)OCC(=O)Nc2ccc3c(c2)OCO3)c1,1
Cc1ccc(NS(=O)(=O)c2cccc(C(=O)N3CCCCC3)c2)cc1,-3
CC(C)Cn1c(N)c(C(=O)COC(=O)C2Cc3ccccc3CN2S(C)(=O)=O)c(=O)n(C)c1=O (stereo not drawn),-1

# Among those listed so far, 2 contain fluorine.
SMILES,GSK3A inh
Cc1noc(C)c1COC(=O)C1CCN(S(=O)(=O)c2ccc(F)cc2)CC1,-1
COc1ccc(OCC(=O)OCC(=O)c2ccc(OC)c(F)c2)cc1,0

# (next part)
SMILES,GSK3A inh
O=C1CN(C(=O)COC(=O)c2ccc(Br)o2)c2ccccc2N1,0
Cc1cc(C)n2nc(SCC(=O)N(CCC#N)c3ccc(F)cc3)nc2n1,12
Nn1c(SCC(=O)NC2CCS(=O)(=O)C2)nnc1-c1ccco1 (stereo not drawn),-2
Cn1cccc1C(=O)OCC(=O)NCc1ccc2c(c1)OCO2,-7
CCOc1cc(/C=N/NC(=O)c2ccccc2-n2cccc2)ccc1O,-3
COc1ccc(CNC(=O)c2cc(C3CC3)nc3c2cnn3C(C)C)cc1,9
CCN(C(=O)COc1ccc2ccc(=O)oc2c1)C1CCCCC1,-1
CN(Cc1ccccc1)C(=O)c1ccc(NC(=O)Cc2cccc(NC(=O)C3CCN(C(=O)C4CCC4)CC3)c2)cc1,-2
CC(=O)c1c(OC(=O)c2ccccc2)ccnc1C(F)(F)F,-19
O=C(COC(=O)C1CC2CCCC(C1)C2=O)NNC(=O)c1ccccc1Br (stereo not drawn),-8
O=C(COC(=O)c1cc(S(=O)(=O)N2CCOCC2)ccc1F)Nc1ccc2c(c1)OCO2,0
COC(=O)c1ccc(NC(=O)C2CCN(C(=O)Nc3ccccc3)CC2)cc1,-1

# Structures above that have an aryl thioether with sulfur outside any ring (three):
SMILES,GSK3A inh
COc1ccc(NC(=O)CSc2n[nH]c(-c3ccccc3)n2)cc1S(N)(=O)=O,2
Cc1cc(C)n2nc(SCC(=O)N(CCC#N)c3ccc(F)cc3)nc2n1,12
Nn1c(SCC(=O)NC2CCS(=O)(=O)C2)nnc1-c1ccco1 (stereo not drawn),-2

# Later entries:
SMILES,GSK3A inh
Cc1ccc(C(=O)Nc2ccccc2N2CCCC2)cc1S(=O)(=O)N1CCOCC1,-1
Cc1c(NC(=O)CSc2nc3ccccc3c(=O)n2C(C)C)c(=O)n(-c2ccccc2)n1C,1
C[C@H](NC(=O)c1[nH]cnc1C(=O)N[C@H](C)c1ccccc1)c1ccccc1,0
CSc1ncccc1C(=O)OCC(=O)NCc1cccs1,2
Cc1cccc(C(=O)NC(C(=O)Nc2cccc(S(=O)(=O)N3CCCC3)c2)C(C)C)c1 (stereo not drawn),2
c1ccc(CNc2c(-c3cccc(SC4CCCCC4)c3)nc3ccccn23)cc1,-2
O=C1NCCOC(=O)[C@@H](Cc2ccc(F)cc2)CC/C=C/C[C@@H]1CC(=O)N(CCO)Cc1ccccc1,-1
Cc1ccc(N(C)S(=O)(=O)c2cccc(C(=O)NNC(=O)c3ccncc3)c2)cc1,10
Cc1ccc(S(=O)(=O)N2CCCCC2)cc1NS(=O)(=O)c1ccccc1F,-3
CC(Sc1nnc(Cc2ccccc2)o1)C(=O)Nc1ccccc1[N+](=O)[O-] (stereo not drawn),2
COc1cc(C(=O)OCC(=O)N2CCCC2)cc2c1OCCO2,-4
Cc1ccc(C(=O)C(C)OC(=O)CCS(=O)(=O)c2ccc(C)cc2)cc1 (stereo not drawn),-1
Cc1cccc(-n2ncc3c(=O)[nH]c(SCC(=O)N4CC(=O)Nc5ccccc54)nc32)c1,0
O=C(COC(=O)c1cc(=O)[nH]c2ccccc12)NCc1ccccc1,7
CC(Sc1ncnc2sccc12)C(=O)Nc1ccc(S(N)(=O)=O)cc1 (stereo not drawn),1
CSCCC(NC(=O)COc1ccccc1)C(=O)N(C)Cc1ccc(SC)cc1 (stereo not drawn),4
COc1cc(OC)cc(C(=O)OCC(=O)c2cc(C)n(CC3CCCO3)c2C)c1 (stereo not drawn),-1
Cc1csc(SCC(=O)Nc2ccc(F)cc2Cl)n1,-4
CC1(C)C(=O)Nc2ccccc2N1C(=O)COC(=O)c1cccnc1Cl,0
CC(C)NC(=O)Nc1ccc2c(c1)C(=O)N([C@H](C)CO)C[C@H](C)[C@@H](CN(C)C(=O)Nc1ccccc1)O2,-3
CC(=O)c1cccc(NC(=O)C2CC(=O)N(C3CCCC3)C2)c1 (stereo not drawn),-1
Cc1ccc(/C=C/C(=O)OCC(=O)Nc2cccnc2Cl)cc1,-2
O=C1[C@H]2[C@@H](C3CC3)N3C(=O)CN(CC4CC4)C(=O)[C@@]3(Cc3ccccc3)[C@H]2C(=O)N1c1ccccc1,-2
Cc1ccc2c(c1)[C@H]1[C@H](CO2)[C@H](c2ccccc2)[C@]2(C)C(=O)Nc3ccc(Cl)cc3C(=O)N12,1

# Structural class, those above with a Cl atom (five)
SMILES,GSK3A inh
CC1CN(C(=O)c2ccc(Cl)c(S(=O)(=O)NCc3ccco3)c2)CC(C)O1 (stereo not drawn),-3
Cc1csc(SCC(=O)Nc2ccc(F)cc2Cl)n1,-4
CC1(C)C(=O)Nc2ccccc2N1C(=O)COC(=O)c1cccnc1Cl,0
Cc1ccc(/C=C/C(=O)OCC(=O)Nc2cccnc2Cl)cc1,-2
Cc1ccc2c(c1)[C@H]1[C@H](CO2)[C@H](c2ccccc2)[C@]2(C)C(=O)Nc3ccc(Cl)cc3C(=O)N12,1

# Additional results.
SMILES,GSK3A inh
CCOc1ccc(C(=O)COC(=O)C2COc3ccccc3O2)cc1 (stereo not drawn),22
CCCN(CC(=O)Nc1ccccc1C)C(=O)c1ccc(-c2ccc([N+](=O)[O-])cc2)o1,3
Cc1ccc(S(=O)(=O)N2CCN(C(=O)c3cc4c(s3)CCCC4)CC2)cc1,-4
COc1cc(C(C)=O)ccc1OCC(=O)OC(C)C(=O)c1ccc(F)cc1 (stereo not drawn),0
Cc1cc(NC(=O)Cn2cnc3sccc3c2=O)no1,6
COc1ccc(NC(=O)CCCOc2ccc(Cl)c(C)c2)cc1S(=O)(=O)N1CCOCC1,-3
CC1CCC2(CC1)NC(=O)N(CC(=O)NCc1ccc(F)cc1)C2=O (stereo not drawn),-1
COc1ccc(-c2c(C#Cc3ccc(N(C)C)cc3)c3ccccc3n2C)cc1,-1
CC(C)c1cccc(C(C)C)c1NC(=O)CN(C)C1CCS(=O)(=O)C1 (stereo not drawn),-2
COc1cc(OC)c(C(=O)OCC(=O)NC2CCCCCCC2)cc1OC,-1
Cc1nn(-c2ccccc2)c(C)c1C(=O)OCC(=O)Nc1ccccc1,7
CCOC(=O)C1CCCN(C(=O)CNC(=O)c2ccc(Br)o2)C1 (stereo not drawn),0
CC1CCCC(C)N1C(=O)COC(=O)c1cc(F)c(F)cc1Cl (stereo not drawn),-5
O=C(NNC(=O)c1cccc(-n2cccc2)c1)c1ccccc1,-2
CCOc1cccc(N)c1,-5
CC(C)N(Cc1ccccc1)C(=O)COC(=O)c1cc(S(=O)(=O)N(C)C)ccc1N1CCCC1,-2
C[C@H](NC(=O)c1nc[nH]c1C(=O)N[C@@H](CCCCN)C(=O)OC(C)(C)C)C(=O)OCc1ccccc1,0
CCCCCn1cnnc1SCC(=O)c1ccc2c(c1)OCO2,0
COc1ccc(-c2c(-c3cc(OC)cc(OC)c3)n(C)c3ccc(-c4cnc(OC)nc4)cc23)cc1,-1
C[C@@H]1CN([C@H](C)CO)C(=O)c2cc(NS(=O)(=O)c3cn(C)cn3)ccc2O[C@@H]1CN(C)S(C)(=O)=O,-1
Cc1ccc(C(=O)OCC(=O)N2C(C)CCCC2C)s1 (stereo not drawn),-2
CC(OC(=O)c1cc2ccccc2o1)C(=O)Nc1ccc(N2CCOCC2)cc1 (stereo not drawn),0
O=C(NCc1ccccc1CN1CCCCC1)c1ccccc1N1CCCC1=O,-2
Cc1ccc(NC(=O)CN(C)C(=O)c2cc3c(s2)CCCCC3)cc1,-1

# Exported with values ahead of the structure: entries from further up.
GSK3A inh,compound
-2,O=C(NCc1ccccc1CN1CCCCC1)c1ccccc1N1CCCC1=O
0,C[C@H](NC(=O)c1nc[nH]c1C(=O)N[C@@H](CCCCN)C(=O)OC(C)(C)C)C(=O)OCc1ccccc1

# Continuation.
SMILES,GSK3A inh
O=C(NN=Cc1ccc(O)cc1O)c1ccccc1NS(=O)(=O)c1cccs1,-1
Cc1ccc2nc(NC(=O)COC(=O)c3cccnc3)sc2c1,2
COc1cc(CNC(=O)CCCC/C=C/C(C)C)ccc1O,0
CCOc1ccc(NC(=O)CN(C)C(=O)c2csc3c2CCCC3)cc1OCC,-1
CC(=O)c1ccccc1NC(=O)COC(=O)c1cc2ccccc2[nH]1,-2
CC1CCC2(CC1)NC(=O)N(NC(=O)c1cccc(N(C)C)c1)C2=O (stereo not drawn),8
COc1ccc(C2=CN(Cc3ccccc3)C(c3ccccc3)CC2=O)cc1 (stereo not drawn),-1
CCOc1ccc2nc(NC(=O)C3CSC4(C)CCC(=O)N34)sc2c1 (stereo not drawn),-2
CC(=O)NCCc1ccc(C(=O)CSc2nnc(C3CC3)n2C2CC2)cc1,-1
Cn1c(N)c(C(=O)COC(=O)/C=C/c2ccc(F)cc2)c(=O)n(C)c1=O,2
CCN(CC)C(=O)c1nc[nH]c1C(=O)N1CCN(C(=O)OC(C)(C)C)CC1,-2
Cc1noc(C)c1C(=O)OCC(=O)NCc1ccc(Cl)cc1,2
COc1ccc(C(=O)N[C@H](C(=O)NCCc2ccc3c(c2)OCCO3)C(C)C)cc1,-37
CCN(C(=O)COC(=O)c1n[nH]c2ccccc12)c1ccccc1,-1
O=C(COC(=O)c1cc(Br)ccc1O)Nc1ccc2c(c1)OCO2,-1
O=C(CSc1nnc(C2CC2)n1C1CC1)c1cccs1,-2
N#Cc1ccc(NC(=O)COc2ccc(-n3cnnn3)cc2)cc1,-3
C[C@@H]1O[C@@H](Oc2c(-c3ccc(O)c(O)c3)oc3cc(O)cc(O)c3c2=O)[C@H](O)[C@H](O)[C@H]1O,37
Cc1cccc(NC(=O)CN2CCN(C(=O)CNC(=O)Cc3cccc4ccccc34)CC2)c1C,2
O=C(/C=C/c1ccccc1[N+](=O)[O-])NNC(=O)c1ccncc1,-1
O[C@H]1c2ccccc2[C@H](Cc2cncs2)[C@@H]1Br,-4
N#Cc1ccc(-c2ccc(C3Nc4ccccc4C(=O)N3O)o2)cc1 (stereo not drawn),0
CN(CC(=O)N1CCN(Cc2ccccc2)CC1)C(=O)Cc1cccc2ccccc12,-2
CC(C)[C@H](NC(=O)c1ccccc1F)C(=O)Nc1ccc2c(c1)OCO2,3
CC(Sc1nc(N)cc(N)n1)C(=O)Nc1ccc(N2CCOCC2)cc1 (stereo not drawn),0
C[C@H](CO)N1C[C@H](C)[C@@H](CN(C)S(=O)(=O)c2ccccc2)Oc2ccc(NC(=O)Cc3ccccc3)cc2C1=O,2
COc1ccc(C(=O)COC(=O)C(O)c2ccccc2)c(OC)c1 (stereo not drawn),-3
CC(C)(CNS(=O)(=O)c1cccs1)N1CCOCC1,-1
CN(CC(=O)Nc1cccc(F)c1)C(=O)c1cccc(N2C(=O)CCC2=O)c1,-2
NC(=O)CC[C@H](NC(=O)c1ccc(F)cc1)C(=O)OCC(=O)NCc1ccc2c(c1)OCO2,0
Cc1ccc(S(=O)(=O)N2CCN(c3nn(C)c(=O)n(C)c3=O)CC2)cc1C,0
COc1ccc(NC(=O)c2cccc(S(=O)(=O)N3CCCC3)c2)cc1OC,5
CCCN(CC(=O)Nc1ccccc1OC)C(=O)c1ccc(COc2ccccc2)o1,0
COCCN(Cc1nc2ccccc2c(=O)[nH]1)C(=O)COc1c(C)cc(Cl)cc1C,0
COc1ccc([C@@H]2CC=C(C(=O)O)[C@H](c3ccc(Cl)cc3)N2S(=O)(=O)c2ccc(Cl)cc2)cc1,-5
CC(=O)N1CCN(CC(=O)Nc2cc(S(=O)(=O)N3CCCCC3)ccc2C)CC1,-1
COc1ccc(-c2noc(Cn3cc(S(=O)(=O)N4CCCC4)ccc3=O)n2)cc1,0
COc1ccc(NC(=O)CC2SC(N3CCCCC3)=NC2=O)cc1OC (stereo not drawn),-1
CC(=O)NC(c1ccco1)c1cc(Cl)c2ccccc2c1O (stereo not drawn),9
O=C1C=C(c2ccc3ncccc3c2)C[C@@H](c2ccc(F)cc2)C1,-1
O=C(Cc1cccc(NC(=O)C2CCN(C(=O)c3ccccc3)CC2)c1)Nc1cccc(C(=O)N2CCCC2)c1,-1

# Compound activity from PubChem.
